Source: PubChem (several laboratories)
NR2F2 inh – inhibitors of human COUP-TFII (NR2F2) | P24468 | 0.7% of 370,000 active | inhibition, % at 8.6 µM | HEK293T NGFI-A luciferase reporter, luminescence;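 active means inhibition above a per-plate cutoff, mean inhibition of test wells between control levels plus 3 SD, cut at about 38% in these data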;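 further: cells cotransfected with COUP-TFII expression vector driving the NGFI-A reporter; 0% = median of COUP-TF2 test wells and 100% = reporter-only cells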
Target sequence (P24468 whole entry, looked up): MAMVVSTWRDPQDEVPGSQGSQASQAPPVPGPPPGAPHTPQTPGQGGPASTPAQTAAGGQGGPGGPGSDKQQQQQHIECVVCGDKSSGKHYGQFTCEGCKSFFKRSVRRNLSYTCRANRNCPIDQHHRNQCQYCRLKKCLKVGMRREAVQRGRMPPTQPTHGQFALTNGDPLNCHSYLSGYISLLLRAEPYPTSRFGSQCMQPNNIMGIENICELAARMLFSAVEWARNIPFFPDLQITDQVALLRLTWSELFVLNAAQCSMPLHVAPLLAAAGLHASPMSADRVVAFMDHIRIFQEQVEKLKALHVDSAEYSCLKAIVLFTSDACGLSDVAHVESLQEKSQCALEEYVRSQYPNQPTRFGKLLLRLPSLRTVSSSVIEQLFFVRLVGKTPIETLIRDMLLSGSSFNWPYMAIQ
NOD2-RIPK2 inh – blocks binding of human NOD2 to RIPK2; 0.38% of 360,000 active; inhibition, % at 4.98 µM; CHO BLA complementation NOD2-RIPK2, CCF4 ratio; in the data active means inhibition above about 21%;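 further: 0% = vehicle only and 100% = reference blocker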
TLR9-MyD88 inh – TLR9-MyD88 interaction inhibition; Q9NR96+Q99836; AID 504734; CHO BLA complementation TLR9-MyD88, CCF4 FRET ratio; 0.21% of 340,000 active; inhibition, % at 4.98 µM;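 active means inhibition above the mean over all tested compounds plus 3 SD, cut at about 21% in these data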;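 further: 0% = DMSO only wells and 100% = clavulanate BLA inhibitor control wells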
TROY signal inh – TROY signaling inhibition; 0.98% of 360,000 active; inhibition, % at 10 µM; Q293 LMP1-TROYcd NF-kB luciferase reporter, 4 h;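 active means compounds whose plate-normalised and pattern-corrected inhibition of the luciferase reporter signal at the single screening dose is 50% or more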
Vif imaging – HIV Vif inhibition; HEK293T cells, Vif self-association by quenched fluorescence, imaging, 24 h; inhibition, % at 7.49 µM; 0.35% of 340,000 active; in the data active means inhibition above about 50%, passing the limit was not always enough; further: some results filed as inactive read as strong as hits
NCOA2 inhibitor – inhibits human steroid receptor coactivator 2; Q15596; 0.17% of 370,000 active; HEK293 GAL4-SRC2 luciferase reporter, luminescence; inhibition, % at 9 µM;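 active means inhibition above the mean inhibition of all tested compounds plus 3 SD, set per campaign, cut at about 52% in these data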;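 further: 0% = DMSO treated cells and 100% = cells given Gossypol at 36 µM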
EBV LMP1 NFkB – Epstein-Barr LMP1 NF-kappaB reporter inhibition; LMP1-induced NF-kappaB luciferase reporter cells, luminescence; inhibition, % at 12.5 µM; 0.69% of 350,000 active; AID 504558; in the data active means inhibition above about 41%;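 further: 0% = neutral control wells and 100% = reference inhibitor control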
TRAIL sens C8 – sensitizes caspase-8 expressing cells to TRAIL. inhibition (viability loss, TRAIL sensitization), % at 10 µM. AID 624354. NB7+C8 cells + TRAIL, ATPlite viability luminescence. 1% of 360,000 active;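 active means compounds causing at least 50% loss of cell viability in the single-dose screen, relative to plate controls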
NCOA3 inh – inhibits human SRC3 coactivator; AID 588352; HEK293 GAL4-SRC3 luciferase reporter, luminescence; inhibition, % at 3.6 µM; 0.17% of 360,000 active; Q9Y6Q9;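 active means inhibition above a per-campaign cutoff, the mean of all compounds plus 3 SD, cut at about 60% in these data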;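 further: 0% = DMSO-treated cells and 100% = gossypol-treated cells at 36 µM; higher means less SRC3-driven luciferase light from the GAL4 reporter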
NR5A2 inv ag – suppresses constitutive activity of human LRH-1 | O00482 | HEK293T StAR-luciferase reporter, LRH-1 transfected, 24 h | inhibition, % at 3.6 µM | 0.13% of 360,000 active;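 active means inhibition above the mean inhibition of all tested compounds plus 3 SD, cut at about 73% in these data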;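 further: 0% = DMSO wells and 100% = reporter-only cells lacking LRH-1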
Target sequence (O00482 whole entry, looked up): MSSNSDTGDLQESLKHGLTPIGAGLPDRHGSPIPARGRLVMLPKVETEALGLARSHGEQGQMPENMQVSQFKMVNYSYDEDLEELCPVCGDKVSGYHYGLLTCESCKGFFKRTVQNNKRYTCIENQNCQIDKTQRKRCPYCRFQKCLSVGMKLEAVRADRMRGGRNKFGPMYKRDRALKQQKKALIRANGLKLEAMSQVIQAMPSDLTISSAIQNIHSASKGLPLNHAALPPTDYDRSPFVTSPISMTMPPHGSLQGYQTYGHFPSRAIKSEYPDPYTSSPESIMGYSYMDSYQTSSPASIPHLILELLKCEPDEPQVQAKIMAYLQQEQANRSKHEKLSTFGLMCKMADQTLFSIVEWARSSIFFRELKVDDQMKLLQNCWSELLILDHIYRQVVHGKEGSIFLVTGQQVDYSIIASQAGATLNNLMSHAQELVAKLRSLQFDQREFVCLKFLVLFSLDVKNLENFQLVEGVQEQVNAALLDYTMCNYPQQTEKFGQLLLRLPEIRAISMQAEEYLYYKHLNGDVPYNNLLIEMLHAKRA
SRC1 inh – inhibitors of human steroid receptor coactivator 1 (SRC1) | HEK293 GAL4-SRC1 luciferase reporter, luminescence | inhibition, % at 3.6 µM | 0.12% of 360,000 active | AID 588354;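 active means inhibition above the campaign mean plus 3 SD, with each screening campaign given its own cutoff, cut at about 60% in these data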;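 further: 0% = DMSO treated cells and 100% = gossypol at 36 µM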
* = called active by the depositor; . = not tested or not shown. A portion of the library; rates above refer to the full screens.

SMILES	NR2F2 inh	NOD2-RIPK2 inh	TLR9-MyD88 inh	TROY signal inh	Vif imaging	NCOA2 inhibitor	EBV LMP1 NFkB	TRAIL sens C8	NCOA3 inh	NR5A2 inv ag	SRC1 inh
O=C(NCc1ccc(F)cc1)c1ccc(CS(=O)(=O)Cc2ccccc2F)o1	34.1	-10.2	-31.7	4.8	1.4	0.8	0.0	4.5	2.2	4.3	-4.9
CCOC(=O)[C@@H]1[C@H]2COc3ccc(Br)cc3[C@@H]2N2C(=O)N(c3ccc(C(F)(F)F)cc3)C(=O)[C@]12C	0.4	2.2	2.3	-6.7	2.9	-6.7	-2.8	13.5	7.0	9.8	-8.3
O=C(COc1cc2oc(=O)c3c(c2cc1Cl)CCC3)NCCCN1CCCC1=O	-8.3	9.2	-3.2	0.3	-2.7	0.1	3.3	2.4	2.9	3.9	-7.9
CC1(C)CC(=O)C(/C=N/c2ccccn2)=C(O)C1	-14.0	-8.9	2.8	6.3	0.7	20.3	-3.9	4.6	-4.3	4.4	-7.7
COc1ccc(OC)c(NC(=O)CSc2ccccc2)c1	7.3	-8.4	1.5	-5.2	-0.5	3.0	-1.5	7.5	28.1	-7.3	-11.8
CNC(=O)c1nn(-c2ccc(C)cc2)ccc1=O	-7.2	5.7	-3.8	7.5	8.2	-29.7	2.0	-1.2	1.7	-2.4	-25.4
CC(C)C[C@H](CO)Nc1nc(N(C)c2cccc(Cl)c2)c2ncn(C(C)C)c2n1	18.5	4.1	0.9	-3.2	4.6	0.5	1.6	10.9	2.5	-28.7	-4.4
CSCCC(NC(=O)c1ccco1)C(=O)OCc1cc([N+](=O)[O-])cc2c1OCOC2 (stereo unspecified)	-19.7	7.7	-8.8	16.8	12.9	8.9	-5.3	-4.1	5.0	13.7	4.7
CCCCN1CC(C)(C)Oc2cccc(F)c2S1(=O)=O	12.7	0.6	-2.5	6.5	2.7	2.5	-25.3	-13.6	-29.1	-23.1	-6.5
O=C(Nc1cnccn1)c1csc2ccccc12	-50.0	33.4*	-0.8	-100.7	-2.7	-37.5	-0.9	-15.5	-49.6	-97.6	-35.6
Cn1cccc1C(=O)OCC(=O)NCc1cccs1	-28.6	-6.8	0.0	-7.7	1.4	-12.3	-8.3	-2.2	-23.6	-10.6	-1.1
O=C1NC2(CCCCC2)C(=O)N1c1cccc(Cl)c1	-21.8	-11.4	-6.2	9.5	-10.8	4.5	-6.0	-14.2	-12.8	4.1	0.5
CC(=O)c1cccc(NC(=O)COC(=O)c2cccc(N3C(=O)c4ccccc4C3=O)c2)c1	-28.9	13.6	0.0	13.8	26.5	-31.0	-2.0	5.4	7.4	-16.6	2.7
COc1ccc(-c2ccc(SCc3ccccn3)nn2)cc1OC	-14.1	-12.8	-2.2	-4.1	2.3	16.5	-0.6	3.9	-13.0	-13.8	2.4
CC1(c2ccc3c(c2)OCCO3)NC(=O)N(CC(=O)Nc2c(F)cccc2F)C1=O (stereo unspecified)	-6.7	-5.7	-11.2	-11.7	0.7	3.4	1.7	-20.2	0.1	-10.0	-20.0
O=C(CN1c2cccc3cccc(c23)S1(=O)=O)NCc1ccc(F)cc1	1.0	4.8	-11.4	-11.9	0.8	1.0	-5.3	-21.9	1.5	-9.6	8.0
Cc1ccc(C(=O)OCC(=O)NC(C)c2ccccc2)cc1C (stereo unspecified)	9.4	-5.8	5.3	-24.4	-1.0	2.8	24.3	18.3	15.3	-1.3	-14.3
COc1ccc(CCN(CC(=O)NCc2ccc(F)cc2)C(=O)c2snc(C(N)=O)c2N)cc1OC	4.4	1.0	3.0	4.6	-26.6	-0.8	-6.5	-5.3	-1.0	14.8	12.7
CC(C)C(=O)Nc1c(-c2ccccc2)c(=O)c2ccccc2n1C	-1.7	-1.4	2.8	14.3	6.9	-9.2	-0.5	3.0	22.9	0.7	9.9
O=C(CCc1ccncc1)NC1CCCc2c1cnn2-c1cc(F)cc(F)c1 (stereo unspecified)	.	0.1	5.2	-5.9	10.0	.	-15.9	6.3	21.8	-10.6	10.4
COc1cc(C(=O)C(=O)c2ccc(OC)c(OC)c2)ccc1O	-5.7	0.8	-8.1	-5.7	6.7	5.7	-2.5	-12.3	-7.3	2.5	-32.8
N/C(=N\OCc1ccccc1)c1nonc1N	-26.9	4.3	1.0	-41.0	-0.3	-39.2	-11.4	-2.4	-39.7	-60.5	-51.6
COc1ccc(CC(=O)NNC(=O)c2ccco2)cc1	-15.4	-13.6	-1.5	-2.5	-4.5	-7.5	-1.1	12.0	-1.4	-16.0	-30.1
O=C(CCc1ccccc1)Nc1cccnc1	-11.7	-5.9	-0.4	-19.6	-7.0	-17.6	.	8.0	-16.9	-28.3	-40.7
CCCn1c(-c2ccncc2)n[nH]c1=S	-5.2	-0.8	8.4	17.2	-6.5	-28.8	-7.7	-25.9	0.5	7.2	3.1
COCOc1ccc(C2CC(=O)c3c(OCOC)cc(OCOC)cc3O2)cc1 (stereo unspecified)	-13.5	-15.1	-1.5	1.3	-24.0	-19.8	-13.3	-2.2	-19.9	13.3	-26.0
COc1ccc(CN(C)CCCn2cnc3c(OCc4ccccc4)ncnc32)cc1	13.1	3.1	-0.8	-5.6	-1.9	-26.3	-2.7	15.8	1.0	-12.0	5.1
CC(C)c1ccc(/C=C2\SC(N3CCCC3)=NC2=O)cc1	-2.3	-2.8	-0.7	32.3	-1.8	19.4	10.7	0.1	20.8	-8.8	7.5
O=C(Cc1ccc(Br)cc1)Nc1ccc(S(=O)(=O)N2CCCC2)cc1	15.4	4.7	-0.9	-3.3	2.1	9.5	2.1	1.5	-4.8	2.2	3.9
O=C(NCCN1CCC(n2c(=O)[nH]c3ccccc32)CC1)c1ccc(F)cc1F	11.1	-14.5	.	-9.7	.	-9.6	.	-14.1	.	-15.2	.
C/C=C/c1cnc2c(c1)C(=O)N([C@H](C)CO)C[C@@H](C)[C@@H](CN(C)C(=O)NC1CCCC1)O2	15.4	-5.0	-2.8	3.3	-3.0	16.1	-1.1	-19.6	5.9	-14.6	-8.3
CC1=C(C(=O)N2CCOCC2)C(c2ccc(Cl)cc2)NC(=S)N1 (stereo unspecified)	3.2	-13.6	-14.2	-15.5	-7.0	16.7	-4.8	-4.1	11.6	-7.0	-7.0
O=C(NCC1CC1)C1(C(F)(F)F)CC(CCCO)CCCO1 (stereo unspecified)	-4.8	-5.9	3.1	-10.2	-2.7	6.3	-6.9	-9.3	11.8	20.2	-1.7
CCCCNS(=O)(=O)c1cc2c3c(c1)CCN3C(=O)CC2	2.2	7.0	5.7	-19.7	17.4	-15.4	5.3	13.8	10.4	10.5	-72.3
O=C(Nc1ccccc1)N1CCC(C(=O)N2CCN(c3ccccc3F)CC2)CC1	4.9	-2.5	5.5	-6.3	4.1	-11.4	-4.5	-0.1	17.0	-0.1	-21.2
CCOC(=O)c1ccc(Nc2c(OCC)c(=O)c2=O)cc1	-3.6	-12.3	-10.0	10.5	-21.3	5.8	2.3	7.9	10.5	-8.4	-16.6
Cc1ccc(C(=O)NCCCNC(=O)COc2ccc(Cl)cc2)cn1	-2.5	-3.8	0.6	6.9	-3.7	-12.5	-0.2	-12.0	-9.5	-12.7	-6.9
COC(CNS(=O)(=O)c1cccc2nonc12)OC	7.0	0.1	-3.6	-12.2	-2.5	18.1	-4.1	-0.6	14.0	11.7	-0.6
CC1(C)CC(=O)C2=C(C1)N(Cc1cccnc1)C(=O)C2(NC(=O)C1CC1)C(F)(F)F (stereo unspecified)	-5.7	2.4	-5.3	1.2	7.8	-20.2	0.7	4.4	10.2	6.8	9.4
C/C(Cc1ccccc1)=N/NC(=O)CNC(=O)C(c1ccccc1)c1ccccc1	9.0	4.2	1.7	-5.4	-1.9	-3.4	0.7	6.8	15.8	9.1	-8.4
COCc1nc2oc3ccc(F)cc3c(=O)c2cc1C(=O)OC	-21.5	-3.6	-3.0	-11.3	-10.0	-18.3	-13.7	-11.2	-59.9	-58.4	-48.1
CC1CCCC(NC(=O)C2CCN(S(=O)(=O)N3CCC4(CC3)OCCO4)CC2)C1C (stereo unspecified)	12.4	-6.3	-1.5	9.2	15.5	-1.5	-24.5	6.5	-7.0	-16.4	-2.8
Cc1cc(/N=C/N(C)C)on1	4.2	-3.4	4.4	-11.4	4.4	-8.3	3.4	-15.1	9.4	4.3	-6.2
CCCCN(C(=O)CSc1c(C)c(C)cc(C)c1C)c1c(N)n(CCC)c(=O)[nH]c1=O	-21.3	-13.4	-2.4	-7.2	-3.9	11.7	2.5	-7.5	1.5	-7.6	-8.7
COC(=O)c1ccc(-n2c(C)cc(C(=O)COC(=O)CC3Sc4ccccc4NC3=O)c2C)cc1 (stereo unspecified)	-2.3	3.4	-2.9	23.4	-7.0	3.9	15.1	-2.3	-13.8	5.0	-43.2
COc1ccc(CCN2C(=O)C3C4C=CC(C5CC45)C3C2=O)cc1OC (stereo unspecified)	-8.5	0.8	0.3	-23.0	2.9	-1.1	5.3	-12.9	14.9	0.6	-12.6
CSc1ccc(NC(=O)NCCCN2CCN(c3ccccc3F)CC2)cc1	.	-9.2	-9.9	2.5	0.4	.	6.8	23.9	3.0	3.8	-31.9
COc1ccc(OC)c(NC(=O)c2ccc(CSc3nnc(C)s3)cc2)c1	-10.0	3.1	-9.5	-19.4	8.4	-0.1	3.4	-2.1	1.5	10.5	20.0

Looked up above:
Cc1cc(/N=C/N(C)C)on1 in TRAIL sens C8 shows -15.1
CCCCN(C(=O)CSc1c(C)c(C)cc(C)c1C)c1c(N)n(CCC)c(=O)[nH]c1=O in NCOA2 inhibitor shows 11.7

(next part)
SMILES	NR2F2 inh	NOD2-RIPK2 inh	TLR9-MyD88 inh	TROY signal inh	Vif imaging	NCOA2 inhibitor	EBV LMP1 NFkB	TRAIL sens C8	NCOA3 inh	NR5A2 inv ag	SRC1 inh
COc1ccc2[nH]c3c(c2c1)CCNC3C1CC=C(C)CC1 (stereo unspecified)	6.3	5.5	-0.4	20.4	0.3	-13.8	13.8	-36.1	12.7	10.4	0.7
Cc1ccc(C2CC(c3ccco3)n3ncnc3N2)cc1 (stereo unspecified)	9.0	-4.8	2.9	-3.5	-7.7	-1.5	6.6	-5.8	13.7	-2.5	-0.9
CCOc1ccccc1C(=O)N(Cc1ccco1)C1CCS(=O)(=O)C1 (stereo unspecified)	2.2	-2.7	2.1	5.1	1.6	-1.1	-3.2	-4.9	1.1	-4.0	-8.7
Cc1occc1C(=O)N/N=C/C=C/c1ccc(N(C)C)cc1	-28.4	26.9*	10.8	7.3	3.0	-27.9	-14.3	21.8	-89.3	-89.1	-64.5
O=C(NCCc1c[nH]c2ccccc12)/C(=C/c1cccnc1)NC(=O)c1ccco1	-1.2	3.5	-2.7	15.5	19.1	3.5	9.3	-5.0	2.2	1.7	-5.5
COc1cc2c(cc1OC)CN(C(=O)c1cc(=O)c3ccccc3o1)CC2	-13.6	-10.6	6.8	29.2	9.6	-13.7	9.5	3.6	4.9	43.5	3.0
Cc1c(C(=O)N2CCN(c3ccc([N+](=O)[O-])cc3)CC2)sc2ncn(CC(=O)N3CCOCC3)c(=O)c12	7.7	-7.4	-16.6	-10.5	-7.0	17.0	-0.4	19.2	-20.9	8.2	0.2
